Screening results deposited in PubChem by National Center for Advancing Translational Sciences (NCATS).
USP2a inh = inhibitors of human ubiquitin-specific protease USP2a; Potency, µM (doses to about 38.3 µM), without a hit: top-dose activity change, negative = inhibition, usual class: inhibitors; USP2 core, Ub-CHOP2 coupled fluorogenic reporter, 485/531; 330,000 tested, 0.01% active;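 note: potency is the fitted concentration of half-maximal effect; plate controls were DMSO wells for no effect and full inhibition by NEM control for full effect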
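Cell-free coupled assay: 10nM USP2 core preincubated 30min RT with compound in Tris-HCl pH 8.0/CaCl2/CHAPS buffer, then 25nM Ub-CHOP2 and 25nM reporter substrate; fluorescence (Ex 485/Em 531) read after 60min RT, normalized to NEM inhibition, concentration-response curves fitted.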
hERG WT inh = inhibitors of human wildtype KCNH2 potassium channel; activity change, % at 1.84 µM; AID 720551; Q12809; 340,000 tested, 0.37% active; U2OS, BacMam KCNH2, thallium flux FluxOr; hits give low values;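 active = maximum activity change below -70%; inconclusive = maximum activity change between -70% and -50%; inactive = maximum activity change above -50%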; note: % is set by controls: 0 for no effect and ±100 for the full control effect
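U2OS cells were transduced with wild-type KCNH2 virus (2.03 x 10^8 / mL) for 4 h at room temperature, then cultured overnight at 37 C. Thallium flux was read with FluxOr dye. Rate constants were normalized to DMSO controls.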
ELG1 DNA repair = ELG1-dependent DNA repair inhibition; HEK293T ELG1-luciferase reporter, luminescence, 16 h; DNA damage induced by 5-fluorouridine; Potency, µM (titrated, usually from 46.1 µM), inactives show at the highest dose activity change, negative = inhibition, hits mostly inhibitors; 330,000 tested, 2.3% active; AID 504467; note: potency is the fitted concentration of half-maximal effect; % is set by controls: 0 for no effect and ±100 for the full control effect; nearly all actives have a fitted effect of over 55% in size
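Step one: seed 2,000 cells per well. Step two: pin-transfer compound or DMSO alongside 5-fluorouridine. Step three: incubate 16 hr, 37 °C, 5% CO2. Step four: add ONE-Glo, wait 30 min, read luminescence.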
Mito fusion yeast = blocks mitochondrial division or promotes mitochondrial fusion | S. cerevisiae fusion-defective mutant growth rescue, CellTiterGlo 48 h | Potency, µM (series often up to 46.1 µM), inactives show top-dose growth rescue (activation), hits mostly activators | 320,000 tested, 0.23% active;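 note: potency is the fitted concentration of half-maximal effect; % of control where 0% means no effect; nearly all actives have a fitted effect of over 45% in size; temperature-sensitive fusion mutants such as fzo1-1 at 37 °C on non-fermentable ethanol glycerol medium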
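S. cerevisiae fusion-defective temperature-sensitive mutants (e.g. fzo1-1, mgm1-5) grown 48 h at 37C in YPEG (ethanol/glycerol non-fermentable) medium with 23 nl compound per well; growth rescue read as CellTiterGlo luminescence.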
TRPV1 agonist = activates the human vanilloid receptor TRPV1; Q8NER1; TRPV1-expressing cells, Fluo-8 calcium influx, agonist mode; activation, % at 8.33 µM; 320,000 tested, 0.19% active; in the data active = activation above about 80%; inconclusive = between about 30% and that limit; note: 0% is about no effect
Target sequence (Q8NER1 whole entry, looked up): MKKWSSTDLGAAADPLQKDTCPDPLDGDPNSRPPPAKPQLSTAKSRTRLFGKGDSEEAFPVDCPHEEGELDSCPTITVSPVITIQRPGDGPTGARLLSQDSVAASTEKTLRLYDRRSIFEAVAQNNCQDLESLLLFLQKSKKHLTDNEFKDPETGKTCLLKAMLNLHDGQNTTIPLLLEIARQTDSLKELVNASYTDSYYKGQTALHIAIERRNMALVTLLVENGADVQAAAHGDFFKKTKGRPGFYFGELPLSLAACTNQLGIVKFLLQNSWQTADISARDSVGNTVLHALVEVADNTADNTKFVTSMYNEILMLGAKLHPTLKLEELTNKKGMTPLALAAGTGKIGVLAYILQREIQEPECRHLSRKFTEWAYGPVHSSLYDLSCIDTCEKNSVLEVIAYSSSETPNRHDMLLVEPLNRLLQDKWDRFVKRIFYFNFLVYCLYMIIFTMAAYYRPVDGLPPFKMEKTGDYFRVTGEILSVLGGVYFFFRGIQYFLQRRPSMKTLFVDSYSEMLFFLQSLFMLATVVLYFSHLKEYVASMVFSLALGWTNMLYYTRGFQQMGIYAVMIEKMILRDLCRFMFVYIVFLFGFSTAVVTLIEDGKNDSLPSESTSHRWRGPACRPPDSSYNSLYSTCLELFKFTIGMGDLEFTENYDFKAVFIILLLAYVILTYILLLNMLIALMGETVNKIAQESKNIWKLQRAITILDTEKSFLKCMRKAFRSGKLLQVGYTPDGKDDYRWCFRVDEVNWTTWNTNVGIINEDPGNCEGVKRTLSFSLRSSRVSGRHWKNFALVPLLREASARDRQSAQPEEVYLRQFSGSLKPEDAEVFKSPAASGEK
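Cells expressing TRPV1 were dye-loaded with Fluo-8 and read kinetically: 10 s baseline, 3 min after compound (agonist portion), then 2 min after EC20 capsaicin (allosteric enhancer portion). Calcium-bound dye fluorescence at 480/520 nm.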
TSHR antagonist = human thyrotropin receptor antagonism | P16473 | TSHR-expressing cells, TSH-stimulated cAMP HTRF, 2 h; hits give low values | activity change, negative = inhibition, % at 11.5 µM | 330,000 tested, 0.2% active | AID 504810;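 active = activity change below a set negative limit, meaning inhibition stronger than a set level, cut at about -70% in these data; inconclusive = activity change between two set negative limits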; note: % is set by controls: 0 for no effect and ±100 for the full control effect
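Inhibition of cAMP made by TSHR-expressing cells under TSH stimulation (4nM final, EC80; 2 h, 37 deg C) is quantified with a one-step lysis HTRF kit, anti-cAMP cryptate versus cAMP-d2.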
TCR activator = T cell receptor activation; Potency, µM (titrated, usually from 9.22 µM), for inactives: at the top dose activation of IL-2 secretion, actives largely listed as activators; 330,000 tested, under 10 active; primary human leukocytes, anti-CD3, IL-2 HTRF, 48 h; AID 504894; note: % of control where 0% means no effect
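HTRF read-out of IL-2 secretion: europium cryptate donor excited at 320nm, d2 acceptor emission at 665nm. Cells were primary human leukocytes incubated 48 hr with compounds and a-CD3 beads, supplying TCR signal only.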
Eya2 phos inh = inhibitors of human Eya2 phosphatase activity; Potency, µM (doses to about 76.9 µM), without a hit: at the highest dose activity, negative = inhibition, actives largely listed as inhibitors; recombinant Eya2, OMFP fluorescence dephosphorylation (OMFP is methylfluorescein phosphate); 330,000 tested, 0.006% active; AID 488837; O00167; note: potency is the fitted concentration of half-maximal effect; % is set by controls: 0 for no effect and ±100 for the full control effect
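Eya2 (0.2 uM) preincubated 10 min at ambient with compound, then OMFP substrate added at 50 uM; 10 min reaction in 50 mM HEPES pH 7.5, 50 mM NaCl, 5 uM MgCl2, 0.05% BSA, 1 mM DTT. Fluorescence read at Ex 485/Em 525 nm.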
A-T KAP1 phos = potential ataxia-telangiectasia treatment; […] A-T fibroblasts, KAP-1 phosphorylation AlphaLISA; neocarzinostatin DNA damage 30 min before lysis; Potency, µM (series often up to 57.5 µM), without a hit: top-dose activation, hits mostly activators; 320,000 tested, 0.19% active; AID 485349; note: potency is the fitted concentration of half-maximal effect; % of control where 0% means no effect; nearly all actives have a fitted effect of over 45% in size
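hTERT-immortalized A-T patient fibroblasts ([…]), 500 cells/well in OPTI-MEM, 1% FBS, got compounds for 60 min, then NCS for 30 min at 37C. Lysates were then assayed for phospho-KAP-1 by AlphaLISA (anti-pKAP1 donor, anti-KAP1 acceptor beads), 6 hr at 25C.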
KCNH2 3.1 inh = blocks the human KCNH2 3.1 channel isoform; U2OS KCNH2 3.1, thallium flux FluxOr; hits give low values; activity change, % (tested at about 1.8 µM); 340,000 tested, 0.95% active; AID 720553;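 active = maximum activity change below -70%; inconclusive = maximum activity change from -70% to -50%; inactive = maximum activity change above -50%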;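 note: thallium influx rate constant from kinetic fluorescence after stimulation buffer; % is set by controls: 0 for no effect and ±100 for the full control effect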
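FluxOr-based Tl+ influx in U2OS cells transduced with KCNH2 3.1 virus; rate constants normalized to DMSO controls.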
An asterisk follows results filed as active; ? = inconclusive; nt = no result given; [ ] = remark or other dose. Unless noted, calls come from the whole dose curve; as a rule, active = well fitted curve in the direction sought with a large enough effect; inconclusive = small, poorly fitted or top-dose-only effect, or another doubt; inactive = no such curve, though single readings can be large; an effect the other way counts as inactive or inconclusive.

SMILES	USP2a inh	hERG WT inh	ELG1 DNA repair	Mito fusion yeast	TRPV1 agonist	TSHR antagonist	TCR activator	Eya2 phos inh	A-T KAP1 phos	KCNH2 3.1 inh
Cc1cccc(NC(=O)Nc2ccc(C#N)cc2)n1	1%	-7	-13%	5%	-1	4	-4%	7%	-1%	2
O=C(CCN1C(=O)/C(=C\c2ccccc2Cl)SC1=S)N1CCN(c2ccccc2)CC1	1%	11	8%	-8%	-1	9	5%	-1%	nt	-2
COc1ccc(C(=O)Nc2cc(OCc3ccccc3)c(Cl)cc2Cl)cc1	-1%	-12	?	2%	10	-14	0%	9%	8%	-42
COC(=O)c1cc2c(C)cc3ccc(C)cn3c-2c1C(=O)OC	2%	2	?	0%	-3	12	-37%	-2%	-4%	0
Cc1ccc(C(=O)CCC(=O)OCC(=O)Nc2ccc3[nH]c(=O)[nH]c3c2)cc1	2%	4	13%	-1%	8	-3	-5%	-10%	-3%	3
CC(O)/C=C/C1OC(=O)CC1Nc1ccc(C=O)cc1 (centres undefined)	-4%	-2	15%	4%	1	-1	-86%	-4%	-4%	0
O=C(CN1C(=O)c2ccccc2S1(=O)=O)c1ccc(F)c(F)c1	0%	6	30%	2%	0	-2	1%	12%	-7%	0
COc1ccc(CC2(C)OC(c3ccc([N+](=O)[O-])cc3)=NN2C(C)=O)cc1 (centres undefined)	-2%	1	?	2%	nt	-4	10%	4%	10%	-7
CCn1nc(C)c(/C=C2\CCCC3=C2OC(N)=C(C#N)C3c2c(C)nn(CC)c2C)c1C (centres undefined)	9%	nt	?	2%	-1	0	nt	8%	-1%	nt
COc1cc(C(=O)OCc2ccccc2C#N)ccc1OCC(=O)N1CCOCC1	0%	1	?	-1%	6	-14	6%	-5%	-3%	8
O=C(NCCC1=CCCCC1)c1cnc2n(c1=O)CCS2	3%	-2	?	1%	?	27	-2%[46.1 µM]	3%	-3%	11
CC1(c2ccc(OC(F)F)cc2)NC(=O)N(CC(=O)Nc2ccc(F)cc2)C1=O (centres undefined)	-3%	3	-1%	-5%	26	7	-13%	0%	0%	-23
CN(c1ccccc1C(=O)N1CCN(c2ccccc2)CC1)S(C)(=O)=O	-1%	-3	4%	0%	0	5	-5%[46.1 µM]	2%	nt	-2
CC(C)n1c(-c2cccs2)nc2ccccc21	4%	-4	?	1%	1	-15	-6%[46.1 µM]	1%	2%	-10
CCO[C@H]1OC(C(=O)Nc2ccccc2)=C[C@@H](c2cn(C(C)=O)c3ccccc23)[C@@H]1CCCO	-2%	nt	?	3%	2	-1	8%	11%	6%	nt
COc1ccc(-n2ncc3c(NCCCN4CCOCC4)ncnc32)cc1	3%	0	?	1%	1	-13	nt	2%	-2%	2
Cc1ccc(S(=O)(=O)N2CCCCC2)cc1NC(=O)Cn1cnnn1	-2%	3	0%	-1%	3	-4	6%	-17%	0%	0
CCOc1ccc(OCC)c(NC(=O)C2CCN(S(=O)(=O)c3c(C)noc3C)CC2)c1	-4%	3	?	3%	2	10	5%	13%	nt	-22
Cc1ccc(C(=O)OCC(=O)NC2CC2)s1	0%	-2	16%	nt	nt	-9	-2%[46.1 µM]	2%	6%	-16
Nc1nc(N2CCN(c3cccc(Cl)c3)CC2)n[nH]1	11%	10	-16%	0%	5	10	nt	-5%	4%	7

2 compounds drawn at random from the list so far, as already listed:
SMILES	USP2a inh	hERG WT inh	ELG1 DNA repair	Mito fusion yeast	TRPV1 agonist	TSHR antagonist	TCR activator	Eya2 phos inh	A-T KAP1 phos	KCNH2 3.1 inh
CC(O)/C=C/C1OC(=O)CC1Nc1ccc(C=O)cc1 (centres undefined)	-4%	-2	15%	4%	1	-1	-86%	-4%	-4%	0
Cc1cccc(NC(=O)Nc2ccc(C#N)cc2)n1	1%	-7	-13%	5%	-1	4	-4%	7%	-1%	2

Following part
SMILES	USP2a inh	hERG WT inh	ELG1 DNA repair	Mito fusion yeast	TRPV1 agonist	TSHR antagonist	TCR activator	Eya2 phos inh	A-T KAP1 phos	KCNH2 3.1 inh
Cc1ccc(OCC(=O)O/N=C(\N)c2ccncc2)cc1C	6%	0	?	-11%	19	-13	5%	3%	6%	3
NS(=O)(=O)c1ccc(CCNC(=O)CSCc2ccccc2)cc1	3%	nt	9%	1%	0	9	-3%	-19%	-2%	4
Cc1cc(N2CCCC(C(=O)Nc3cccc(Cl)c3)C2)n2ncnc2n1 (centres undefined)	10%	-10	3%	-3%	?	-4	nt	6%	2%	0
CSC(=NS(=O)(=O)c1ccc(C)cc1)SC	-2%	-9	-6%	-9%	-3	5	-1%	-5%	5%	0
Cc1nc2c(oc3ccccc32)c(=O)o1	1%	-3	?	-3%	-2	2	-3%	-3%	-4%[11.5 µM]	18
C[C@H](NC(=O)c1ccco1)C(=O)N1CCCC1	4%	-6	-7%	0%	-2	-11	3%	12%	2%	4
CCOC(=O)c1sc(NC(=O)CSc2n[nH]c(CC)n2)nc1C	2%	-1	-12%	-2%	4	-2	-66%	-8%	4%	-12
CCCCN(C(=O)c1cccc(S(=O)(=O)N2CC(C)OC(C)C2)c1)c1c(N)n(CC(C)C)c(=O)[nH]c1=O (centres undefined)	0%	4	-6%	-1%	2	7	-2%	-9%	4%	13
CCN(CC)S(=O)(=O)c1ccc(NC(=O)COc2nc3ccccc3nc2N2CCOCC2)cc1	4%	-35	-21%	-3%	0	-4	1%[46.1 µM]	-21%	10%	-10
O=C(CN1C(=O)c2cccc3cccc(c23)C1=O)NCCN1CCOCC1	-1%	-2	11%	2%	3	6	2%	4%	-2%	-2
CS(=O)(=O)N(CCc1ccccc1)CC(=O)NCc1ccccc1Cl	4%	5	2%	0%	-1	14	-5%	?	-4%	0
CCOc1ccc(S(=O)(=O)Nc2cccc(C)c2)c2cccnc12	0%	-3	-5%	2%	-1	8	1%	-2%	-1%	2
O=C(CSc1nc2ccccc2c(=O)n1-c1ccccc1)N1CCN(CCO)CC1	3%	8	10%	4%	-5	2	nt	-22%	1%	-7
Cc1ccc(-n2c(O)c(C=Nc3ccccc3-c3n[nH]c(=S)[nH]c3=O)c3ccccc3c2=O)cc1C	-17%	5	?	-4%	2	17	nt	-10%	-10%	-2
Cc1nn(C)c(NC(=O)c2ccccc2Cl)c1Br	2%	1	18%	-2%	1	-6	-1%	?	2%	-6
Cc1ccc(-n2nc(C)c(C(C)(O)C(F)(F)F)c2N)cc1 (centres undefined)	4%	-2	28%	5%	-4	1	1%[46.1 µM]	11%	5%	-5
COc1cc(CC(=O)N2CCc3ccccc32)cc(OC)c1OC	0%	-6	?	-5%	0	-13	9%	-19%	0%	2
CC(C)CN1C(=O)c2ccc(C(=O)Nc3ccccc3C(=O)O)cc2C1=O	4%	8	?	9%	-4	1	5%	3%	14%	-17
CSc1ccc(/C=C(/NC(=O)c2ccccc2)C(=O)N2CCN(C)CC2)cc1	2%	19	1%	4%	0	1	5%	-2%	4%	?
CCC(=O)Nc1nnc(S(=O)(=O)N2c3ccccc3CC2C)s1 (centres undefined)	0%	-6	-3%	1%	-1	-2	6%	1%	4%	-2
O=C(NCc1ccccc1)c1c(O)c2cccc3c2n(c1=O)CCC3	5%	-17	-14%	10%	5	1	4%	-11%	2%	2
COCCn1nnnc1CN1CCC(NC(=O)Nc2cccc(OC)c2)CC1	5%	-5	4%	1%	-2	-2	6%	26%	-7%	-6
O=c1c2cnn(-c3ccccc3)c2nnn1Cc1ccccn1	-4%	-2	?	-10%	1	-3	2%	3%	-8%	-1
Clc1cccc(-c2ccc(CNCCCN3CCOCC3)o2)c1	-1%	4	9%	-6%	-1	8	-5%	-2%	-2%	-4
CN(C)c1nc(OCCNC(=O)Nc2ccccc2)nc(N(C)C)n1	2%	4	-12%	-1%	?	-9	1%	-4%	7%	23
O=C(Nc1cc(-c2ccccc2)nn1-c1ccccc1)c1ccccc1F	-2%	2	?	15%	11	-3	-8%	-21%	12%	-5
COc1ccccc1NC(=O)c1sc2ncn(CC(=O)Nc3ccccc3)c(=O)c2c1C	0%	-2	-19%	-2%	-1	-1	3%	3%	3%	-4
COc1ccc(C2=NN(CC(=O)Nc3cc(C)ccc3C)C(=O)CC2)cc1	1%	2	13%	-2%	-1	5	2%	-3%	-2%	-3
Cc1cc(C(=O)NC(C)c2ccncc2)cs1 (centres undefined)	-1%	-4	-9%	-4%	-1	-13	-8%	17%	3%	16
CC(C)(C)c1ccc(-c2nnc3sc(-c4ccncc4)nn23)cc1	-2%	-13	?	10%	2	4	-6%	-14%	-5%	8
Cc1ccc(CCNC(=O)C(C)n2nc(C)c3c(C)n(-c4ccccc4)nc3c2=O)cc1 (centres undefined)	0%	-18	?	-7%	2	-12	2%	-14%	2%	21

Not all compounds are listed. The share of hits here may be higher or lower than overall.
